EPAC1 agonist: agonists of human EPAC1; O95398; EPAC1 agonist qHTS, biochemical assay; response scale: 100% = response to 6.5 mM cAMP; Potency, µM (top dose mostly 154 µM), inactives show at the top dose activation, hits mostly activators; 0.073% of 360,000 active; AID 720707; further: potency means the concentration at half of the fitted maximal effect; nearly all actives have a fitted effect of over 60% in size
Target sequence (O95398 whole entry, looked up): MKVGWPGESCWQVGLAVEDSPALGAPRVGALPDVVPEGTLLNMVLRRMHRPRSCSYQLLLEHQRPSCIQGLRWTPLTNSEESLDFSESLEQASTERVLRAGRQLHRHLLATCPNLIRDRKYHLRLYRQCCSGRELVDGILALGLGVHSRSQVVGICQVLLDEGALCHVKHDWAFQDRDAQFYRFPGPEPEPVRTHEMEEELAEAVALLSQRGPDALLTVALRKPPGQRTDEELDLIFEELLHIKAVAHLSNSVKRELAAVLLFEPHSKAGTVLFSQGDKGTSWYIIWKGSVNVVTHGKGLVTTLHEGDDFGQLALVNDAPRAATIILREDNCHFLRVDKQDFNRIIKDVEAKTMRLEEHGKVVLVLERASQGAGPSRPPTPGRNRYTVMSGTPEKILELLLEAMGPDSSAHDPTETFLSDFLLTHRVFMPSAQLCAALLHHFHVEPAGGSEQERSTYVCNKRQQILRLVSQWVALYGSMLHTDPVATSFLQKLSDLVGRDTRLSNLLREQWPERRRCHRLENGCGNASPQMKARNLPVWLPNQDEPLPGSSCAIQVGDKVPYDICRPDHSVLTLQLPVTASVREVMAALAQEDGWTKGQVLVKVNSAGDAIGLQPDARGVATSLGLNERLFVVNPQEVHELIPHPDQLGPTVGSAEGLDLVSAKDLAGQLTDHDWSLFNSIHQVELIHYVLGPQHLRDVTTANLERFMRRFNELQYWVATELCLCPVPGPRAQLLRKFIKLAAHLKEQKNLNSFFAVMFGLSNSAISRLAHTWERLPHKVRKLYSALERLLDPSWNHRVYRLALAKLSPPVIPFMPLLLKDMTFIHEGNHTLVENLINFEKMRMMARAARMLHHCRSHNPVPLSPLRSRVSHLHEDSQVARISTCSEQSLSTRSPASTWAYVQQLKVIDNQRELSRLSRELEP
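EPAC1 100 nM, Rap1B–BODIPY-GDP 250 nM, unlabeled GDP 50 uM; compound titration; 5 min RT; kinetic read ex480/em540 at 5-min intervals ×30 min; data normalized to 6.5 mM cAMP agonist control.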
FUS suppressor: rescues growth of FUS-expressing yeast; S. cerevisiae FUS-expressing, growth rescue, OD600, 24 h; Potency, µM (top dose mostly 76.6 µM), for the others: top-dose growth rescue (activation), hits mostly activators; 0.24% of 390,000 active;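 further: potency means the concentration at half of the fitted maximal effect; plate controls were DMSO vehicle for no effect and reference control for full effect; nearly all actives have a fitted effect of over 55% in size; some results filed as inactive show a strong effect at the top dose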
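S. cerevisiae expressing FUS from galactose induction served as the toxicity model. Growth after 24hr at 30C, read as absorbance at 600 nm, indicates suppression of toxicity; compounds dosed at several concentrations.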
aSyn rescue: inhibitors of alpha-synuclein toxicity in yeast; Potency, µM (highest dose often 46.1 µM), inactives show at the highest dose growth rescue (activation), most hits filed as activators; Yeast expressing alpha-synuclein, growth rescue, BacTiter-Glo, 24 h; 0.14% of 370,000 active; AID 652106; further: potency means the concentration at half of the fitted maximal effect; % of control where 0% means no effect; nearly all actives have a fitted effect of over 65% in size
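Readout is rescue of growth in alpha-synuclein-expressing yeast, so inhibitors of toxicity appear as activators. Growth after 24 hr at 30 deg C in galactose medium is quantified by luminescence.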
EPAC1 antagonist: antagonists of human EPAC1; AID 720709; 0.14% of 360,000 active; EPAC1 GEF assay, Rap1b-BODIPY-GDP exchange fluorescence; Potency, µM (doses to about 115 µM), for the others: at the highest dose activity change, negative = inhibition, usual class: inhibitors; O95398;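 further: potency means the concentration at half of the fitted maximal effect; plate controls were vehicle for no effect and positive control for full effect; nearly all actives have a fitted effect of over 50% in size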
PI5P4K alpha inh: blocks human PI5P4K alpha kinase activity; max response, %; PI5P4Kalpha enzyme, ADP-Glo luminescence, 60 min; hits give low values; 1.2% of 330,000 active; P48426; active means max response of -50% or lower; inconclusive means between -30% and -50%; inactive means -30% or higher; further: value at the top dose of about 77 µM; on the % scale 0 is the no-effect control and ±100 the full control effect
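Reactions run in 0.038 M HEPES pH 7.4, 0.28 mM EGTA, 0.1% CHAPS and 5% DMSO, with PI5P4Kalpha, substrate, compound and 5 microM ATP final, one hour at room temperature. Readout is ADP-Glo luminescence.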
PLK1 PBD inh: PLK1 (human) polo-box domain binding inhibition; Plk1 PBD binding of FITC phosphopeptide, fluorescence polarization; Potency, µM, for inactives: max response, negative = inhibition, most hits filed as inhibitors; 2.8% of 360,000 active; AID 720504; further: potency means the concentration at half of the fitted maximal effect; series mostly up to about 57 µM; on the % scale 0 is the no-effect control and ±100 the full control effect; nearly all actives have a fitted effect of over 65% in size
IL-2 act: activates IL-2 in a cell-based reporter assay; 0.065% of 360,000 active; activation, % (series mostly up to about 46 µM); AID 652025; IL-2 activation reporter assay, cell-based qHTS; stimulated with anti-CD3/CD4/CD28 beads; in transgenic mouse T cells; in the data active means activation above about 50%; inconclusive means mostly about 30% to 49%; further: 0% is about no effect
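EGFP and DsRed fluorescence is measured by plate cytometry in unstimulated transgenic mouse T cells exposed to compound for 60 minutes, then stimulated 18 hours at 37 degrees C with anti-CD3/anti-CD4 beads plus anti-CD28.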
WRN helicase inh: WRN helicase (human) inhibition. Q14191. WRN helicase unwinding, fluorescent forked duplex, kinetic. Potency, µM (top dose mostly 114 µM), for inactives: at the top dose activity change, negative = inhibition, hits mostly inhibitors. 0.46% of 360,000 active; further: potency means the concentration at half of the fitted maximal effect; on the % scale 0 is the no-effect control and ±100 the full control effect; nearly all actives have a fitted effect of over 55% in size
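Primary qHTS, 1536-well format. 20 nM WRN + compound, 15 min RT; start with 100 nM forked fluorophore/quencher duplex, 2 mM ATP (final); kinetic read ex 525/em 598 nm.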
Abeta yeast res: compounds reversing amyloid beta toxicity in yeast. yeast expressing A-beta42, growth rescue, OD600, 48 h; response scale: 0% DMSO, 100% iron-clioquinol control. Potency, µM (highest dose often 46.1 µM), inactives show at the highest dose growth rescue, actives largely listed as activators. 0.063% of 410,000 active. AID 1347071; further: potency means the concentration at half of the fitted maximal effect; nearly all actives have a fitted effect of over 55% in size
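Growth rescue measured by 600 nm absorbance after 48 h yeast culture at 30 C with compound. Values normalized between DMSO and an equimolar ferric chloride plus clioquinol control.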
The depositor's hits bear a star; u = inconclusive; x = no result given; [ ] = dose if it differs, or a comment. Unless noted, the call rests on the fitted dose curve; in most records, active means well fitted curve in the direction sought with a large enough effect; inconclusive means small, poorly fitted or top-dose-only effect, or another doubt; inactive means no such curve, though single readings can be large; an effect the other way counts as inactive or inconclusive.

SMILES	EPAC1 agonist	FUS suppressor	aSyn rescue	EPAC1 antagonist	PI5P4K alpha inh	PLK1 PBD inh	IL-2 act	WRN helicase inh	Abeta yeast res
COc1ccc(CCNc2cc(N3CCN(C(=O)c4ccccc4OC)CC3)ccc2[N+](=O)[O-])cc1OC	3%	0%	-1%	3%	1	-7%	-3.2	-4%	-6%
CC1CN(C(=O)Cn2cc(SCC(=O)N3CCOCC3)c3ccccc32)CC(C)O1 (stereo unspecified)	-8%	4%	1%	-4%	-10	-2%	-3.0	7%	-3%
CCCCCc1cc(=O)oc2c(C(CCN3CCN(c4ccccc4)CC3)c3ccc4c(c3)OCO4)c(OC)cc(OC)c12 (stereo unspecified)	7%	u	-35%[inhibitor]	24%	2	-7%	-0.7	8%	0%
CN(Cc1nc(-c2cnccn2)no1)CC1(c2ccccc2)CC1(C)C (stereo unspecified)	-19%	4%	0%	4%	-9	-5%	-1.9	u	-8%
CC(NS(=O)(=O)c1ccc(Br)cc1)C(c1cccs1)N1CCN(C)CC1 (stereo unspecified)	-20%	-14%	2%	u	4	0%	-3.1	2%	-14%
CS(=O)(=O)N1CCCC(C(=O)Nc2ccc(F)cc2F)C1 (stereo unspecified)	0%	38%	-14%	10%	0	-10%	0.4	-7%	5%
COC(=O)c1sc(-c2ccc(Cl)cc2)cc1NC(=O)CSCC(=O)O	3%	34%	-18%	7%	-53*	-19%	-0.9	-4%	-3%
COn1c(-c2ccccc2)nc2c1CCc1nonc1-2	9%	-29%	0%	5%	-1	-11%	0.4	4%	3%
Cc1cccc(OCc2nnc(SCC(=O)c3c(N)n(C4CC4)c(=O)[nH]c3=O)o2)c1	0%	3%	-7%	-3%	0	-8%	1.7	-5%	-4%
COc1cc(/C=N/NC(=O)CC#N)ccc1Oc1nc(Cl)ncc1F	9%	u	2%	-3%	-9	-2%	0.3	-2%	0%
CSc1nc2ccc3nc(NC(=O)c4cccs4)sc3c2s1	2%	-3%	-10%	0%	x	-2%	-0.9	-13%	-3%
Cc1ccc(S(=O)(=O)N(C)C)cc1NC(=O)COc1ccccc1C(=O)Nc1ccccc1	10%	29%	9%	9%	-4	2%	-5.6	-7%	-2%
COC(=O)c1ccc(NC(=O)Nc2ccc(F)c(Cl)c2)cc1	19%	2%	-4%	1%	x	0%	-3.1	-4%	10%
Cc1nn(-c2cc(N3CCCC3)ccc2[N+](=O)[O-])c(=O)c2ccccc12	7%	3%	5%	2%	-3	0%	1.5	-5%	8%
CCOC(=O)Cc1csc(NC(=O)c2c(-c3c(F)cccc3Cl)noc2C)n1	16%	30%	-7%	3%	x	-6%	-1.2	0%	5%
CCn1c(SCC(=O)N2CCN(C(=O)c3ccco3)CC2)nnc1C(C)C	-4%	8%	-10%	-19%	0	-7%	-1.6	-2%	-8%
O=C1c2cccc(NCCCNCCO)c2C(=O)c2cccc(NCCCNCCO)c21	-5%	x	-30%	-10%	0	2%	-4.3	10µM*	0%
CCCCN1C[C@H](c2ccc(OC)cc2)[C@@H](CC(=O)Nc2ccc(Br)cc2)C1=O	-2%	13%	5%	11%	0	1%	-2.9	-1%	-9%
CN1CCC(N(C)C(=O)c2ccccc2Nc2ccc(SC(F)F)cc2)CC1	-4%	10%	8%	0%	x	-3%	-0.7	3%	11%
CCN(CC(=O)Nc1ccc2c(c1)OCCO2)CC(=O)Nc1cc(C)on1	-1%	-11%	-9%	8%	0	-1%	-1.0	-20%	4%[9.22 µM]
N#Cc1ccc(COc2cccc3cccnc23)cc1	-3%	-7%	-1%	-21%	-22	-2%	-0.8	0%	-5%
COc1ccc2[nH]c3c(c2c1)CCN1C(=O)N([C@@H](C)C(=O)NCc2c(F)cccc2Cl)C(=O)[C@]31C	-1%	u	15%	-5%	7	-7%	-0.6	2%	-11%
C=CCn1c(N2CCN(c3ccc(OC)cc3)CC2)nc2c1c(=O)[nH]c(=O)n2C	-4%	5%	-4%	11%	0	-5%	-3.5	-3%	6%
CC(=O)Nc1cccc(NC(=O)c2ccccc2OCc2c(C)noc2C)c1	11%	7%	-2%	22%	6	-9%	-3.4	2%	-1%
CCCn1ccc(O)c(Cc2ccc(Cl)cc2)c1=O	2%	9%	0%	-5%	4	-12%	0.2	-6%	3%
COc1ccc(C(=O)NCC(C)(c2ccccc2)c2ccccc2)cc1S(=O)(=O)N1CCOCC1	1%	x	5%	1%	3	0%	-3.1	2%	-15%
CCCCN1CC(COCc2ccccc2)Oc2cc(Br)ccc2S1(=O)=O (stereo unspecified)	1%	6%	4%	-6%	0	-8%	-0.2	-8%	6%
COc1cccc(N(CC(=O)N2CCN(Cc3ccccc3)CC2)S(C)(=O)=O)c1	1%	-16%	7%	6%	0	5%	-0.9	17%	1%
CCOc1cc(/C=N/Nc2nc(-c3cccs3)c(NC(C)=O)s2)ccc1O	4%	u	1%	u	u	27µM*	0.0	-10%	-3%
Cc1cc(C(=O)N2CCCC(C(=O)c3cccc(C(F)(F)F)c3)C2)nc(C)n1 (stereo unspecified)	-4%	-9%	0%	-4%	0	-4%	-0.4	-5%	2%

Entries of single compounds from above. Order of values: EPAC1 agonist | FUS suppressor | aSyn rescue | EPAC1 antagonist | PI5P4K alpha inh | PLK1 PBD inh | IL-2 act | WRN helicase inh | Abeta yeast res
Shown for CC(=O)Nc1cccc(NC(=O)c2ccccc2OCc2c(C)noc2C)c1 → 11% | 7% | -2% | 22% | 6 | -9% | -3.4 | 2% | -1%
Shown for CCCCN1CC(COCc2ccccc2)Oc2cc(Br)ccc2S1(=O)=O (stereo unspecified) → 1% | 6% | 4% | -6% | 0 | -8% | -0.2 | -8% | 6%

The list continues.
SMILES	EPAC1 agonist	FUS suppressor	aSyn rescue	EPAC1 antagonist	PI5P4K alpha inh	PLK1 PBD inh	IL-2 act	WRN helicase inh	Abeta yeast res
CCOc1ccc(NC(=S)NC23CC4CC(CC(C4)C2)C3)cc1	-10%	15%	1%	11%	5	-4%	1.3	4%	-3%
CCOC(=O)c1c(C)oc2cc(Br)c(O)c(Br)c12	0%	-14%	4%	-12%	-7	-9%	-0.2	-5%	-30%
Nc1nc(SCC(=O)N2CCCc3ccccc32)n[nH]1	-13%	8%	-16%	-21%	-4	u	-0.4	3%	6%
CC1(c2cccc(Br)c2)NC(=O)N(CC(=O)NC2CCCCC2)C1=O (stereo unspecified)	-10%	-5%	1%[1.84 µM]	23%	-4	8%	0.1	-5%	-7%
COc1ccccc1/C=N\NC(=O)c1c(C)nc2ccc(Cl)cn12	-5%	-11%	2%	6%	0	-6%	-0.2	-1%	-4%
COc1ccc(CCn2c(=O)c3cccnc3n(Cc3ccc([N+](=O)[O-])cc3)c2=O)cc1OC	8%	10%	-1%	3%	-1	0%	0.5	-9%	-4%
O=C1c2ccc3c4c(ccc(c24)C(=O)N1NC(=O)C(F)(F)F)CC3	-7%	23%	u	9%	x	-11%	-1.6	u	3%
O=[N+]([O-])c1ccc(C=NNc2ccccc2)cc1	8%	9%	-5%	-27%	9	14%	-0.3	-13%	12%
COc1nc(-c2cnccn2)sc1C	4%	-16%	1%	-28%	-8	-25%	-0.6	-7%	-1%
CC(C)(C)C(=O)CSc1nc2c(c(-c3cccs3)c1C#N)CCC2	-4%	5%	10%	-2%	3	-30%	1.7	-1%	-4%
O=C(Cc1ccc(F)cc1)Oc1ccc(C(=S)N2CCCC2)cc1	15%	20%	-6%	13%	-1	-27%	0.3	-24%[57.1 µM]	-19%
Cc1cc(C)c2nc(-n3nc(C)cc3N)cc(C)c2c1	-3%	2%	-6%	-2%	-3	-4%	1.0	-3%	-6%
Cc1cccc2c1N(C)C(=O)C2=O	-5%	-30%	0%	2%	14	u	-0.5	1%[57.1 µM]	-9%
Cc1cc(C)n(-c2ccc(C(=O)OCC(=O)NCc3ccc(F)cc3)cc2)n1	5%	19%	0%	-11%	-4	-1%	0.3	3%	4%
CCc1nc(N2CCN(S(C)(=O)=O)CC2)c2c3c(sc2n1)CCCC3	0%	20%	13%	-11%	11	-5%	0.0	-4%	-7%
CCOC(=O)CSc1nnc(CNc2nc(-c3ccccc3)cs2)n1C	-2%	1%	0%	0%	-8	u	-1.9	-35%[57.1 µM]	4%
Cc1nn2c([nH]c(=O)c3ccccc32)c1C=O	0%	10%	3%	-15%	x	-2%	1.2	-19%	10%
CCOc1ccccc1C(=O)NCC(=O)NNC(=O)CN(C)S(=O)(=O)c1ccc(Cl)cc1	-3%	5%	-5%	16%	3	-7%	-7.2	-5%	-2%
Cn1c(CNC(=O)c2ccc3c(c2)OCO3)nnc1SCC(=O)Nc1ccccc1Cl	0%	-4%	-4%	5%	3	4%	2.2	-3%	-15%
CC(=O)c1sc(N)c(C(=O)OC(C)C)c1C	2%	5%	1%	-1%	2	-8%	-1.8	-4%[57.1 µM]	14%
N#CCCN(C(=O)COC(=O)c1ccc2c(=O)n3c(nc2c1)CCC3)c1ccccc1	-6%	8%	3%	0%	-12	u	6.9	4%	-4%
CC1(C)Cc2c(cnn2-c2ccccc2)C(NC(=O)CCCn2cncn2)C1 (stereo unspecified)	17%	20%	-4%	-7%	2	-4%	0.5	-9%	0%
CSc1nc(-c2ccc(Cl)cc2)c(C#N)c(=O)n1C	-1%	6%	-16%	-16%	1	-10%	-2.4	-8%	-20%
Cc1ccc(NC(=S)Nc2ccc(OC(F)F)c(Cl)c2)cc1Cl	13%	x	-21%	-4%	3	-7%	0.1	-1%	3%
N#Cc1cccc(C(=O)Nc2ccccc2C(=O)NC2CC2)c1	5%	-4%	-1%	-7%	-9	-1%	0.0	0%	-6%
CC1Cc2cc(S(=O)(=O)N3CCN(C)CC3)ccc2N1C(=O)C1CC1 (stereo unspecified)	1%	5%	-7%	-12%	-6	-9%	-1.5	5%	-4%
Cc1ccc(C)c(NC(=S)NNC(=O)c2sccc2C)c1	-2%	22%	0%	9%	x	-9%	-2.7	3%	14%
